Screens deposited in PubChem by several laboratories.
Y pestis TopoI = blocks Yersinia pestis topoisomerase I activity; activity, % at 10 µM; Y. pestis Topo-I cleavage product accumulation, plate reader; AID 504884; 360,000 compounds, 0.064% hits; in the data active means activity above about 50%, passing the limit was not always enough; inconclusive means no clear call, values can overlap the other calls; further: inactives centre near 2
BoNT F protease = inhibitors of Botulinum neurotoxin F light chain protease | Multiplex microsphere protease cleavage assay, flow cytometry | inhibition, % at 10 µM | 360,000 compounds, 0.22% hits | AID 588497; in the data active means inhibition above about 35%, passing the limit was not always enough; inconclusive means no clear call, values can overlap the other calls; further: plate controls were buffer without enzyme for full effect and enzyme alone for no effect
Anthrax LF inh2 = blocks Bacillus anthracis lethal factor protease | multiplex microsphere protease cleavage assay, LF | 360,000 compounds, 0.12% hits | AID 588501 | P15917 | inhibition, % at 10 µM; further: plate controls were buffer without enzyme for full effect and enzyme alone for no effect
PfHsp40 yeast = rescue of PfHsp40-mediated yeast toxicity; growth rescue, % at 12.5 µM; 340,000 compounds, 0.68% hits; S. cerevisiae expressing PfHsp40, growth rescue, ATP luminescence; AID 504582; in the data active means growth rescue above about 28%, passing the limit was not always enough; inconclusive means no clear call, values can overlap the other calls;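 further: yeast W303a lacking pdr1 and pdr3 grown in galactose medium; growth measured after three days at 30 °C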
CCHFV vOTU inh = blocks the CCHF virus ovarian tumor domain protease. 370,000 compounds, 0.55% hits. inhibition, % at 11.5 µM. AID 651958. CCHFV vOTU protease, Pep-AMC fluorescence; in the data active means inhibition above about 30%; further: 0% = vehicle wells with enzyme and 100% = no enzyme wells
BoNT-A LC inh2 = BoNT A light chain protease inhibition; 360,000 compounds, 0.17% hits; inhibition, % at 10 µM; AID 588499; multiplex microsphere protease substrate cleavage, flow cytometry; further: plate controls were buffer without enzyme for full effect and enzyme alone for no effect
FadD28 binding = inhibitors of Mycobacterium tuberculosis FadD28 bisubstrate binding; FadD28 bisubstrate probe binding, fluorescence polarization; inhibition, % at 12.5 µM; 360,000 compounds, 0.22% hits; AID 588549; in the data active means inhibition above about 8.5%, passing the limit was not always enough; inconclusive means no clear call, values can overlap the other calls
TcdB inh = TcdB glycohydrolase inhibition. P18177. TcdB glycohydrolase enzymatic assay, plate reader. inhibition, % at 9.99 µM. 350,000 compounds, 0.24% hits. AID 652162; in the data active means inhibition above about 10%
PrPC surface inh = cell surface PrPC inhibition, primary TR-FRET screen | P04156 | 370,000 compounds, 0.43% hits | inhibition, % at 13.8 µM | AID 720596 | TR-FRET read-out; in the data active means inhibition above about 24%; further: 0% = median of the test wells and 100% = reference compound wells
Active calls of the source: *; ? = inconclusive; nt = not tested or not shown. Unless noted, no stated cut-off is given here; in the data, active means inhibition above about 30%; inconclusive means no clear call, values can overlap the other calls; inactive means below that.

SMILES	Y pestis TopoI	BoNT F protease	Anthrax LF inh2	PfHsp40 yeast	CCHFV vOTU inh	BoNT-A LC inh2	FadD28 binding	TcdB inh	PrPC surface inh
COc1ccc(C(=O)Nc2ccccc2-c2nnn(CC(=O)Nc3ccc4c(c3)OCCO4)n2)cc1	9	-1	0	-0.4	-8	-0.8	-4.2	nt	4
CCCCCCCCCOC(=O)C(CC(=O)O)N1CCOCC1 (stereo not drawn)	-1	-5	-2	6.9	-4	0.2	-6.9	0.1	-4
N/C(=N\OC(=O)c1csnn1)c1ccc(C(F)(F)F)cc1	3	nt	nt	0.1	10	nt	-0.8	0.9	2
COc1ccccc1Oc1ccc(N2CC(C(=O)OCC(=O)c3ccc(F)cc3)CC2=O)cc1 (stereo not drawn)	19	-1	-1	0.7	4	0.6	-2.0	-0.2	3
CC1CCCCC12NC(=O)N(Cn1nnc3ccccc3c1=O)C2=O (stereo not drawn)	0	0	0	-1.2	8	-0.1	-2.1	nt	-1
CNCCOc1nc(N2CCOCC2)nc(C)c1[N+](=O)[O-]	1	-3	-1	1.6	3	0.4	1.3	0.0	-2
COc1ccc(S(=O)(=O)N2CCc3ccccc32)cc1C(=O)NCCc1ccccn1	22	0	-8	-0.7	-10	0.1	-0.6	-0.2	0
Cc1nc2ccc(S(=O)(=O)NCC(=O)N3CCOCC3)cc2s1	-10	-4	-3	-1.4	-5	0.2	0.1	nt	0
CCCC/C(O)=N\S(=O)(=O)c1ccc(N=NN(C)C)cc1	5	-8	2	-1.1	6	0.9	-3.1	nt	1
C[C@@H](NC(=O)c1[nH]cnc1C(=O)Nc1ccc(Cl)cc1)c1ccccc1	0	7	-8	0.0	26	-0.6	-6.5	0.6	8
CCC(CC)NC(=O)COC(=O)c1cc(SC)ccc1Cl	7	-5	-9	0.3	1	-1.4	-2.9	1.1	1
Cc1[nH]c2ccccc2c1CCNCc1cccnc1	8	-5	0	0.9	17	1.3	1.0	1.1	-5
COC(C/C=C\[C@@H](O)[C@H](C)OCc1ccccc1)OC	-13	4	2	0.5	-11	0.1	-3.7	0.2	3
CC(C)CC(=O)Nc1cc([N+](=O)[O-])ccc1Cl	-8	-4	1	0.1	nt	0.1	-3.6	2.0	nt
COc1ccc(NC(=O)C2(C)CCN2Cc2ccc(OC(C)C)cc2)cc1OC (stereo not drawn)	19	-7	-2	nt	14	-0.3	-0.5	-0.2	2
COc1cccc(C(NC(C)=O)c2nc(-c3ccccc3C)cs2)c1 (stereo not drawn)	9	1	3	nt	3	0.3	-2.0	0.5	4
CCOC(=O)C1=C(CC)Nc2ccccc2N/C1=N\S(=O)(=O)c1ccc(C(=O)OCC)cc1	16	-7	-13	-0.5	30*	-0.5	-0.8	0.6	13
CN(C)S(=O)(=O)c1ccc(NC(=O)CSc2nnc(-c3ccco3)n2N)cc1	3	-8	-11	-1.0	5	-0.1	-0.8	0.2	1
O=C1N/C(=N/NC(=O)c2cccc3ccccc23)S/C1=C\c1ccccc1OCc1ccccc1	21	-14	-1	-2.6	0	-1.3	-2.5	nt	-2
Cc1ccc2cc(C(c3nnnn3C3CCCC3)N(Cc3ccccc3)Cc3ccco3)c(=O)[nH]c2c1 (stereo not drawn)	27	-4	-1	-1.0	0	-0.1	0.1	1.0	-2
CCCC(=O)Nc1ccc2c(c1)COC2=O	-1	1	0	-0.7	-16	-0.3	0.2	-0.3	-4
COc1cc(C(C)=O)ccc1Oc1ncccn1	-2	9	0	0.8	1	0.1	-2.9	-0.6	-4
O=C(NCc1ccc(F)cc1)c1cc2c(cc1Cl)N1CCCCCC1=NS2(=O)=O	-4	-7	1	0.8	8	-0.1	0.0	0.7	-2
CN(Cc1cccs1)C(=O)COC(=O)CNC(N)=O	-10	-3	-6	0.3	-2	0.7	0.0	1.1	-1
CCOC(=O)c1cn2nc(N3CCCC3)ccc2n1	-7	3	6	-0.3	2	-0.3	-1.8	0.4	-7
Nn1c(SCc2cccc(Oc3ccccc3)c2)nnc1C(F)(F)F	2	-2	2	0.7	4	-0.3	-5.2	1.1	0
COc1cc([C@@H]2CC=C(C(=O)O)[C@H](c3ccc(F)cc3)N2S(=O)(=O)c2ccc(C)cc2)cc(OC)c1OC	-7	-1	-4	1.3	2	0.2	-0.6	0.6	3
CN(N=Nc1ccccc1C(=O)O)C1CCCCC1	2	-7	-4	nt	7	0.4	-1.8	0.0	-8
CCc1nc(Nc2ccc(NC(C)=O)cc2)c2oc3ccccc3c2n1	-8	?	-11	-0.3	-17	1.0	-2.1	-0.5	2
CCOc1ccc(C(=O)NCC2CCCO2)cc1 (stereo not drawn)	0	-6	0	-1.0	-6	-0.5	2.3	nt	-1

Quoted at random: three records from the list.
SMILES	Y pestis TopoI	BoNT F protease	Anthrax LF inh2	PfHsp40 yeast	CCHFV vOTU inh	BoNT-A LC inh2	FadD28 binding	TcdB inh	PrPC surface inh
COc1ccc(NC(=O)C2(C)CCN2Cc2ccc(OC(C)C)cc2)cc1OC (stereo not drawn)	19	-7	-2	nt	14	-0.3	-0.5	-0.2	2
COc1cc(C(C)=O)ccc1Oc1ncccn1	-2	9	0	0.8	1	0.1	-2.9	-0.6	-4
O=C(NCc1ccc(F)cc1)c1cc2c(cc1Cl)N1CCCCCC1=NS2(=O)=O	-4	-7	1	0.8	8	-0.1	0.0	0.7	-2

Further structures
SMILES	Y pestis TopoI	BoNT F protease	Anthrax LF inh2	PfHsp40 yeast	CCHFV vOTU inh	BoNT-A LC inh2	FadD28 binding	TcdB inh	PrPC surface inh
O=C(c1ccccc1F)N1CCN(c2ccccc2)CC1	8	1	3	0.1	-9	1.7	-2.5	nt	3
O=C(c1ccc(-n2cnnn2)cc1)N(C1CCCCC1)C1CCCCC1	10	-1	0	-0.1	7	-0.9	-2.9	-6.5	10
Cc1cc(NC(=O)CSc2nc(C(C)C)nc3ccccc23)no1	8	2	0	1.2	1	-0.4	-2.1	nt	118*
CCc1ccc(C(=O)NNc2ccc(C)c(Cl)c2)cc1	1	?	-3	4.3	-2	-1.1	-1.9	0.6	8
Cc1ccc(S(=O)(=O)N2CCOCC2)cc1C(=O)NCCCN1CCCC1=O	-3	3	-14	nt	-3	-0.1	0.5	11*	0
CS(=O)(=O)Nc1cccc(NC(=O)C2Cc3c(-c4cccc(C(N)=O)c4)ccnc3O2)c1 (stereo not drawn)	-10	2	-1	nt	-5	0.5	-11	0.9	0
Cc1cccc(NC(=O)c2ccc(-c3ccccc3[N+](=O)[O-])o2)c1	-23	-9	1	8.7	-2	0.5	-0.1	-0.2	-17
Cc1ccc(C(c2nnnn2Cc2cccs2)N2CCN(Cc3ccc4c(c3)OCO4)CC2)cc1 (stereo not drawn)	5	11	-8	0.8	3	-0.6	0.6	nt	-2
CCC(C)(C)C1CCC2(CC1)NC(=O)N(CC(=O)Nc1cc(C(F)(F)F)ccc1N1CCOCC1)C2=O (stereo not drawn)	9	13	0	0.2	25	0.5	0.1	-0.3	5
COc1cc(-c2noc(C)c2C#CC2(O)CCCCC2)cc(OC)c1OC	4	4	2	5.2	8	-0.5	-2.2	0.5	-7

An excerpt from above with just BoNT F protease and Anthrax LF inh2:
smiles	BoNT F protease	Anthrax LF inh2
Cc1cc(NC(=O)CSc2nc(C(C)C)nc3ccccc23)no1	2	0
Cc1cccc(NC(=O)c2ccc(-c3ccccc3[N+](=O)[O-])o2)c1	-9	1

New compounds follow
SMILES	Y pestis TopoI	BoNT F protease	Anthrax LF inh2	PfHsp40 yeast	CCHFV vOTU inh	BoNT-A LC inh2	FadD28 binding	TcdB inh	PrPC surface inh
Cn1c(SCc2cc(=O)n3cc(Br)ccc3n2)nnc1C1COc2ccccc2O1 (stereo not drawn)	5	4	-14	0.8	0	-0.2	-0.7	nt	-39
COc1ccc(-c2c(C)[nH]n3c(=O)c(Cc4ccccc4)c(C)nc23)cc1	11	-8	-1	-0.8	-12	-1.0	-0.9	0.4	0
COc1ccc(-c2nc(C(N)=O)c3[nH]c(=O)n(-c4ccccc4OC)c3n2)c(OC)c1	1	-2	-3	-1.8	1	-1.1	-1.1	0.2	1
COC(=O)C(Cc1ccccc1)NC(=O)c1cc(S(=O)(=O)N(C)C)ccc1Cl (stereo not drawn)	-4	-2	-2	-0.2	-2	-0.6	1.3	1.1	1
COC(=O)C1CCN(CC(=O)NC(=O)NC2CCCCC2)CC1	2	1	-2	0.9	14	0.3	-3.6	1.0	-2
O=C(c1ccccc1)c1ccc(Oc2ncccn2)cc1	-5	-4	-2	1.9	-5	0.4	-2.8	nt	4
Cn1cc(C(N)=O)c2ccccc21	2	-2	-11	-0.8	4	-0.3	-2.9	0.6	-3
CC(C)NC(=O)CN1CCN(C(=O)c2ccc3oc(CCCc4ccccc4)nc3c2)CC1	35	-6	-2	-0.2	17	-1.3	-0.4	0.2	-2
CCOC(=O)C1(Cc2ccc(OC)cc2)CCN(C(=O)CN2CCCCC2=O)CC1	2	-7	-8	-1.8	1	-0.5	1.2	0.2	-10
Cc1nccc(-c2ccc(-n3c(C)ccc3C)cc2)n1	12	-16	-5	-0.4	-14	2.9	-0.2	0.0	4
O=C(CSc1nccn1Cc1ccco1)Nc1ccc(F)cc1	-10	1	0	-0.1	14	1.4	-4.3	1.3	0
O=C1NCCN(Cc2ccc(Cl)c(F)c2)C1CC(=O)N1CCCCO1 (stereo not drawn)	-3	-2	-1	21	-2	0.5	-5.9	1.4	-1
CCCCSc1nc(C(=O)O)cc(=O)[nH]1	-4	-6	-4	-0.8	-5	0.2	0.5	2.1	-3
CC(=O)c1ccc2c3c(ccc(O)c13)CC2	5	-4	-2	1.1	3	0.5	0.2	-0.7	-7
Cc1ccc(C(=O)O)cc1NC(=O)c1ccc(Cn2nc(C)c(Cl)c2C)o1	-7	-8	2	1.1	7	-0.9	-1.2	-1.9	9
COCCN(Cc1nc2ccccc2c(=O)[nH]1)C(=O)c1cccc(S(=O)(=O)N2CCCC2)c1	6	-7	6	0.7	-5	0.8	0.0	2.1	0
O=C(NCCc1ccccc1)C1COc2ccccc2O1 (stereo not drawn)	9	-4	-8	1.0	8	-0.6	nt	0.1	-7
S=c1[nH]c2ccccc2n1CCOc1ccccc1	11	-8	15	0.8	5	-0.6	-4.0	1.5	1
O=C(CSc1nnc(COc2ccccc2)o1)c1ccccc1	17	-9	-9	0.4	-7	-0.7	-2.1	nt	-3
CCCc1c(C(=O)N/N=C(\C)c2ccccn2)nnn1-c1nonc1N	-10	-5	2	nt	-3	-0.4	-2.8	0.4	4
CCc1c(O)nc(SCC(=O)Nc2ccc(OC)cc2)n(C2CCCCC2)c1=O	-2	-4	-1	-1.3	-3	-2.9	1.0	nt	4
COc1ccc(NC(=O)CCc2nc(-c3ccccc3F)no2)cc1	3	10	0	2.0	1	-0.3	-1.3	nt	1
Cc1c(C)n(CC(O)CN2CCOCC2)c2ccccc12 (stereo not drawn)	2	4	4	0.2	6	1.5	-2.3	0.1	-1
CC(=O)C[C@@H](O)CC(=O)[C@@H]1OC(=O)CC/C=C\Cc2ccccc21	-2	4	7	0.0	2	0.5	-0.2	0.5	-6
Cc1ccccc1NC(=O)CN(C)S(=O)(=O)c1cccs1	8	-5	0	0.3	9	0.9	1.0	1.4	-2
Cc1cc(C)c(S(=O)(=O)c2ccc(F)cc2)c(C)c1	14	-7	-4	nt	14	0.1	1.0	1.4	8
O=S1(=O)C=C(SCc2ccccc2)Nc2ccccc21	5	-18	-2	-1.1	5	-1.0	-1.6	nt	10
O=C(c1ccc2nc[nH]c2c1)N1CCc2ccccc2C1	-6	-2	-4	0.6	7	-0.7	-2.3	1.8	-3
Cc1cc(C)nc(NS(=O)(=O)c2ccc(NC(=O)C3COc4ccccc4O3)cc2)n1 (stereo not drawn)	4	-3	-6	0.5	2	0.7	-0.8	0.5	-7
O=C(NNC(=O)c1ccccc1-n1cccc1)c1ccc(Cl)cc1	5	-6	2	-1.5	1	-1.6	-3.8	nt	2
COc1ccc(C(C)=O)cc1COC(=O)CCCN1C(=O)c2ccccc2C1=O	26	-5	5	-1.2	-1	-0.2	-0.5	1.9	-6
COC(=O)c1oc2c(c1C)C1(CCC2)SCCS1	3	-7	-1	-0.8	6	-0.3	-1.0	nt	-5
CCCCC[C@@H](C)N1C[C@H](COCc2ccccc2)Oc2cc(N3CCC[C@H]3COC)ccc2S1(=O)=O	nt	4	-7	nt	18	0.3	nt	-1.7	-4
